Rad51 HR inh: blocks human Rad51 in homologous recombination; hRad51 DNA strand exchange, fluorescence dequenching; inhibition, % at 10 µM; 0.085% of 200,000 active; AID 1385;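 active means inhibition above 40% at the single screening dose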;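 further: 0% = DMSO control wells and 100% = blanks with heterologous ssDNA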
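Test system – preformed human Rad51 ssDNA filaments · Reagent – Donor/quencher-labelled 47-bp dsDNA substrate · Incubation – 37 °C 15-min filament assembly, 30-min compound preincubation, 15-min exchange · Signal – FRET fluorescence dequenching, excitation 485 nm, emission 520 nm · Read-out – percent inhibition from fluorescence, normalised to plate control and blank means · Benchmarks – plate control and blank wells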
FXIIa inh 1536: factor XIIa (human) inhibition | AID 800 | P00748 | inhibition, % at 5 µM | purified FXIIa, Boc-QGR-AMC fluorogenic substrate, 2 h | 0.3% of 220,000 active; in the data active means inhibition above about 40%;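 further: 0% = enzyme with no compound and 100% = blank without enzyme; many of its hits are not listed in these tables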
FXIa inh: factor XIa (human) inhibition; 0.14% of 220,000 active; inhibition, % at 5 µM; P03951; purified FXIa, Boc-Glu-Ala-Arg-AMC fluorogenic substrate;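 active means inhibition of at least 40%; inactive means inhibition below 40%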;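 further: fluorescence of freed AMC excited at 355 nm; 0% = enzyme without compound and 100% = no enzyme blank; many of its hits are not listed in these tables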
Target sequence (P03951 19-387 limits assumed): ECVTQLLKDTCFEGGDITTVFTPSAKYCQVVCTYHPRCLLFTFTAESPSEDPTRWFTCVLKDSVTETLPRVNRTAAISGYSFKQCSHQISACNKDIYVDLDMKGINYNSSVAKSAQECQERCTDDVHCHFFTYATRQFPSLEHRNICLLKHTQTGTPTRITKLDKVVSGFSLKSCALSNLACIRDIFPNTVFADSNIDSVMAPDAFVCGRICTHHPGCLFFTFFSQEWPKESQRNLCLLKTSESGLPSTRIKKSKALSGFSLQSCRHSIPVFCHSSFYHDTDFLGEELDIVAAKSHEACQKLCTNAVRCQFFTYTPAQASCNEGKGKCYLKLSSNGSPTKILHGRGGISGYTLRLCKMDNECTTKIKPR
Target sequence (P03951 388-625 limits assumed): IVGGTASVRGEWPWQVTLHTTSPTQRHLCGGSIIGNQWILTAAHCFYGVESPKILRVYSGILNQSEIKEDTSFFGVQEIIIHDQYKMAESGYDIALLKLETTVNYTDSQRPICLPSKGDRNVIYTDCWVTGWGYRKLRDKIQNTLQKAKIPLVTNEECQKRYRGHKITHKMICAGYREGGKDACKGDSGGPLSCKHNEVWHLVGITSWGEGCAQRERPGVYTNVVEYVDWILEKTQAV
p97 ATPase inh: human p97 ATPase inhibition; P55072; recombinant p97 ATPase, Kinase-Glo ATP luminescence, 3 h; inhibition, % at 8 µM; 0.42% of 220,000 active; AID 1481; in the data active means inhibition above about 15%;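 further: 0% = DMSO vehicle and 100% = wells lacking enzyme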
Mdm2 ligase inh: blocks human Mdm2 ubiquitin ligase activity | AID 1230 | signal enhancement, % at 5 µM | 0.11% of 210,000 active | cell-based MDM2 ubiquitination luciferase reporter, 2 h; 0 = plate control, 100 = twice control, blank-subtracted | Q00987;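 active means signal enhancement of 30% or more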;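 further: luminescence tracks abundance of the self-degrading MDM2-luciferase fusion protein; higher signal means inhibition of MDM2 E3 ligase activity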
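system = mammalian cells stably expressing self-ubiquitinating, self-degrading MDM2 E3–luciferase fusion | quantity = 2000 cells per well seeded | incubation = 4 h cell settling then 2 h compound exposure, 37 °C | signal = SteadyLite luminescence, 15 min reagent step | benchmarks = plate control and blank wells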
14-3-3 Bad PPI: disrupts binding of bovine 14-3-3 zeta to phospho-Bad peptide; P63103; TR-FRET 14-3-3zeta/Dy647-pBad peptide displacement, 1 h; inhibition, % at 21.7 µM; 0.71% of 220,000 active; AID 781;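 active means inhibition above about 70%, limit read from the data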;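 further: 0% = full 14-3-3 plus peptide FRET controls and 100% = background without 14-3-3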
Target sequence (P63103 whole entry, looked up): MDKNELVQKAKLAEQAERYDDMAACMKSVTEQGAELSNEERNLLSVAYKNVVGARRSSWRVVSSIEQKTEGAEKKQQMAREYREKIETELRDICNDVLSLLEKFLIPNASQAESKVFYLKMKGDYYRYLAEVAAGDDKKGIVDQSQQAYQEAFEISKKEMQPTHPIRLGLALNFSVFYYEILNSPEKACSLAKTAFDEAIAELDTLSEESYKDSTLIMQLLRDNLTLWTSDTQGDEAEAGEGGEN
KLK5 inh: kallikrein 5 (human) inhibition; Q9Y337; AID 873; 0.59% of 210,000 active; inhibition, % at 5 µM; recombinant hK5, fluorogenic AMC substrate cleavage;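 active means inhibition of 40% or more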;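 further: 0% = enzyme controls without compound and 100% = no-enzyme blanks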
Wee1 degr inh: blocks degradation of human Wee1 kinase | HeLa Luc-Wee1K328M stability, luciferase luminescence; 100% = proteasome inhibitor MG132 effect | reporter increase, % at 5 µM | 1.2% of 220,000 active;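 active means activation above the mean of all tested compounds plus 3 SD, set per screening run, cut at about 8.8% in these data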;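 further: cells exposed to compound for 20 h before luminescence read; 0% = DMSO alone and 100% = MG132 at 30 µM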
eIF4E-4G inh: inhibitors of eIF4E and eIF4G interaction in translation initiation | P63073+Q04637 | inhibition, % at 21.7 µM | TR-FRET eIF4E-eIF4GI(517-606) binding, 2 h | AID 782 | 0.37% of 220,000 active;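 active means inhibition above about 30%, limit read from the data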;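 further: 0% = full FRET control wells and 100% = background wells lacking eIF4GI fragment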
Starred values were filed as active, the others as inactive; / = not tested or not shown; [ ] = dose if it differs, or a comment.

The line under a structure holds: Rad51 HR inh	FXIIa inh 1536	FXIa inh	p97 ATPase inh	Mdm2 ligase inh	14-3-3 Bad PPI	KLK5 inh	Wee1 degr inh	eIF4E-4G inh
- Cc1cccc(C)c1NC(=S)N(c1ccccc1)C(C)C
 : 0.6	-5.4	-8.5	-6.3	-9.5	-4.9	-9.8	-2.9	4.2
- Cc1ccc(S(=O)(=O)CC(c2ccccc2)N2CCCCC2)cc1 (configuration not stated)
 : -5.8	/	5.0	0.1	2.7	-9.0	3.3	-1.6	-0.9
- Nc1nc(CCl)nc(Nc2ccc3ccccc3c2)n1
 : -5.6	17.9	32.1	36.2*	-27.5	1.2	61.4*	-2.2	0.7
- O=C(Nc1cccnc1)NC1CCCCC1
 : -0.6	1.3	-7.3	-2.9	-15.7	6.1	-13.0	-2.2	4.8
- O=C(O)c1ccc2c(c1)C(=O)N(C(Cc1ccc(O)cc1)C(=O)O)C2=O (configuration not stated)
 : -7.0	12.1	-1.2	1.1	-15.1	-0.6[fluorescence artefact?]	-3.2	-0.5	8.1[fluorescence artefact?]
- c1ccc(-n2c(SCC3CCCCO3)nnc2-c2cnccn2)cc1 (configuration not stated)
 : 5.5	-7.4	-7.3	-4.1	2.0	4.2	1.9	-1.8	-11.2[fluorescence artefact?]
- O=C(COC(=O)c1ccc(Sc2ccccc2)c([N+](=O)[O-])c1)NC1CCS(=O)(=O)C1 (configuration not stated)
 : 20.0	20.1	8.1	4.1	-15.6	-1.3	-12.6	3.7	-1.0
- Nc1c(C(=O)c2ccccc2)sc2snc(SCC(=O)c3ccccc3)c12
 : -123.7	9.7	11.3	5.7	2.0	3.9	5.3	-1.6	-1.8[fluorescence artefact?]
- CC(=O)Nc1ccc(S(=O)(=O)NCC2CCC(C(=O)NCc3ccccc3)CC2)cc1 (configuration not stated)
 : -11.0	23.6	12.2	-4.0	-24.0	0.9	4.0	1.2	-1.8
- COc1cc2cccc(OC)c(=O)c2c(O)c1OC
 : 13.1	7.8	3.9	9.2	10.6	-14.4	-20.2	-1.5	8.3
- Nc1nc(Nc2cccc(F)c2)nc2ccccc12
 : 5.8	12.4	2.9	8.1	-19.4	21.4	-0.8	2.9	-1.6
- CCOc1ccc(NC(=O)CC2C(=O)N(c3ccc(OC)cc3)C(=O)N2CCc2ccc(OC)c(OC)c2)cc1 (configuration not stated)
 : -1.6	3.9	-1.4	2.5	-1.3	-14.9	-1.6	-3.6	1.0
- C=CCOc1ccc(C2C(C(=O)c3ccco3)=C(O)C(=O)N2Cc2cccnc2)cc1 (configuration not stated)
 : -4.9	20.7	17.3	0.6	-5.7	7.0[fluorescence artefact?]	-1.1	-0.8	-0.4[fluorescence artefact?]
- Cc1ccc(S(=O)(=O)NC(C(=O)Oc2cc3oc(=O)cc(C)c3cc2Cl)C(C)C)cc1 (configuration not stated)
 : -3.1	7.8	8.5	3.8	/	1.4	-21.1	1.7	0.6
- O=C(NCc1cccs1)c1nc2c(nnn2Cc2ccccc2Cl)c(=O)[nH]1
 : 2.1	10.1	1.7	-0.8	-6.7	12.8	-18.0	-0.6	-5.7

Next section:
The line under a structure holds: Rad51 HR inh	FXIIa inh 1536	FXIa inh	p97 ATPase inh	Mdm2 ligase inh	14-3-3 Bad PPI	KLK5 inh	Wee1 degr inh	eIF4E-4G inh
- Cc1cc(N2CCN(C(=O)c3ccco3)CC2)n2nc(C)c(-c3ccccc3)c2n1
 : 3.8	14.9	18.5	-5.1	-22.6	-4.4	-14.0	3.0	-1.4
- CN(Cc1ccccc1)S(=O)(=O)c1ccc(NS(=O)(=O)Cc2ccccc2)cc1
 : 1.2	5.1	-6.5	4.4	-0.4	-6.1	-2.8	-2.3	0.6
- COCCNS(=O)(=O)c1ccccc1
 : -1.9	7.6	1.0	-3.7	-20.3	-5.3[fluorescence artefact?]	-20.3	-1.3	5.0[fluorescence artefact?]
- COCCNC(=S)N1CCC(c2nc(-c3ccc(F)cc3)no2)CC1
 : 4.0	6.9	-3.5	0.0	5.1	-7.6	-2.7	-0.4	-3.8
- COc1cc(NC(=O)CCNS(=O)(=O)c2ccc3c(c2)CCC(=O)N3)cc(OC)c1
 : /	9.1	1.2	11.3	-12.7	-1.1	-4.2	0.4	2.4[fluorescence artefact?]
- CN(CCO)C1=NS(=O)(=O)c2cc([N+](=O)[O-])ccc21
 : -2.2	-3.4	-3.5	-2.9	-13.5	0.4	-20.3	-1.0	3.4
- CC(C)(C)C1(c2ccccc2)NC(=O)N(CC(=O)N2CCOCC2)C1=O (configuration not stated)
 : -0.3	14.2	-4.0	-4.2	-11.7	-3.5	-12.9	-1.8	-6.5
- Cn1c(CCCOc2ccc(Cl)cc2Cl)nnc1SCC(=O)Nc1ccc(F)c(Cl)c1
 : 9.1	15.7	8.3	1.9	8.3	-10.2	-12.6	2.6	10.8
- Cc1ccccc1Cn1c(=N)n(CC(O)c2ccco2)c2ccccc21 (configuration not stated)
 : -4.1	2.2	0.0	3.0	-16.0	2.2	-33.4	-2.0	-12.6
- C#CCN(N(C)c1ncc(C(F)(F)F)cc1Cl)S(=O)(=O)c1ccc2ccccc2c1
 : 3.9	9.9	0.9	0.0	-9.5	7.3	5.6	-2.7	0.6
- Cc1cccc(C(=O)NNC(=O)C(=O)NC(C)(C)C)c1
 : 5.5	22.4	4.6	-2.5	-27.6	14.0[fluorescence artefact?]	-2.3	1.6	-5.7
- O=C(Nc1ccc(Cl)c(Cl)c1)Nc1cc(C(=O)NC2CC2)ccc1Cl
 : -1.8	10.7	-2.9	6.5	-15.1	-6.5	0.8	-1.3	4.3
- O=C(O)c1c2c(nc3ccc(F)cc13)CCC2
 : 0.9	12.3	6.0	0.5	-9.2	32.2	-1.3	0.1	-4.1
- Cc1ccc2nc(C(=O)O)c(C(=O)O)nc2c1
 : 3.9	15.3	18.4	-3.1	-16.9	46.4	-31.2	-2.4	4.1
- COc1cc2nc(-c3ccccc3)nc(N3CCCC3)c2cc1OC
 : -7.6	2.5	5.3	5.8	-20.6	-1.7	27.3	-1.0	1.5

Continuation:
The line under a structure holds: Rad51 HR inh	FXIIa inh 1536	FXIa inh	p97 ATPase inh	Mdm2 ligase inh	14-3-3 Bad PPI	KLK5 inh	Wee1 degr inh	eIF4E-4G inh
- CC(C)(C)c1cccc(OCCCSc2ncccn2)c1
 : 3.0	-5.8	-5.4	-0.9	-30.3	3.4[fluorescence artefact?]	4.5	1.6	2.6[fluorescence artefact?]
- NS(=O)(=O)c1ccc(NC(CNS(=O)(=O)c2ccccc2)c2ccccc2)cc1 (configuration not stated)
 : -20.0	7.2	-1.8	-3.4	-6.1	12.9	-9.4	-1.9	-2.9
- COc1ccc(/C=C/C(=O)c2oc3ccc(F)cc3c2C)cc1
 : /	16.1	8.6	6.6	12.7	-7.5	-4.1	-1.2	-1.3
- O=C(CCCOc1ccc(Cl)cc1Cl)NNC(=O)C1CCC1
 : -7.2	/	-0.9	-0.2	-10.4	-0.6	-1.7	-4.1	2.3
- CCCCCOc1ccc(C2NC(=O)NC2=O)cc1 (configuration not stated)
 : 5.2	2.1	-6.7	1.9	-9.6	6.9[fluorescence artefact?]	-7.1	2.0	0.2
- CC(C(=O)Nc1cccc([N+](=O)[O-])c1)n1nnc2ccccc21 (configuration not stated)
 : 5.0	10.7	2.1	1.7	-38.0	-5.5	-5.4	-1.9	-2.6
- COCCn1c(SCC(=O)N2CCN(c3ccccc3)CC2)nc2c(c1=O)SC(C)C2 (configuration not stated)
 : 2.9	8.6	4.4	/	-11.3	-6.0	3.4	/	-21.8
- CCCn1c(O)c2ccc(C(=O)N=NC(=O)c3cccnc3)cc2c1O
 : -0.3	10.1	-8.1	-0.1	0.8	2.9	-6.3	-1.8	-1.1
- Cc1csc(NC(=O)CSc2nnc(-c3ccc(Cl)cc3)n2N)n1
 : -0.2	15.1	2.4	2.7	-9.7	15.4	-7.0	0.5	5.0
- CCOC(=O)c1c(-c2ccco2)csc1N
 : -1.8	1.1	0.7	3.1	-13.2	-5.6	12.1	0.6	-7.0
- CCOC(=O)CS(=O)(=O)c1ccc(O)cc1
 : -5.2	8.1	-1.5	2.1	3.2	-1.2	1.8	1.8	0.6
- CCOc1ccc2nc(N3CCC(C(=O)N4CCN(c5ccccn5)CC4)CC3)sc2c1
 : 0.4	5.0	-8.8	-3.1	-15.7	3.6	-23.1	-1.6	4.1
- Cc1ccc(-c2ccc(/C=N/O)o2)cc1[N+](=O)[O-]
 : 19.2	7.4	-0.9	-2.2	-12.2	2.5	-7.5	-1.5	1.4
- COc1cc(CN2CCN(c3ccccc3F)CC2)c([N+](=O)[O-])cc1OC
 : 10.6	7.8	6.1	7.2	-0.1	-14.8	-21.8	0.1	-1.8
- CNc1nnc(-c2cc3cc(Cl)ccc3oc2=O)s1
 : -4.5	3.2	0.6	0.8	-4.6	59.7[fluorescence artefact?]	-7.7	0.3	-7.2[fluorescence artefact?]

Following part
The line under a structure holds: Rad51 HR inh	FXIIa inh 1536	FXIa inh	p97 ATPase inh	Mdm2 ligase inh	14-3-3 Bad PPI	KLK5 inh	Wee1 degr inh	eIF4E-4G inh
- Cc1ccc(OCCn2c(NC(=O)c3ccco3)nc3ccccc32)cc1
 : 8.8	26.4	22.5	7.2	-7.2	-8.9[fluorescence artefact?]	-123.5	1.4	5.7[fluorescence artefact?]
- COC(=O)c1ccc(C(C(=O)NC2CCCCC2)N(C(=O)Cc2cccs2)C2CC2)cc1 (configuration not stated)
 : 2.6	6.3	-25.4	0.4	-10.4	8.6[fluorescence artefact?]	7.1	-1.6	6.7[fluorescence artefact?]
- CCOP(=O)(OCC)c1nc(-c2ccc(F)cc2)oc1NCc1ccccc1
 : -8.9	6.1	0.8	-7.6	-0.1	1.5	4.2	-2.2	-2.7
- COc1ccc(-c2[nH]ncc2CNCCn2cccn2)c(F)c1
 : /	10.7	2.2	2.1	-9.3	-5.9	/	1.4	1.7

Source: PubChem BioAssay
